Compound activity deposited in PubChem by National Center for Advancing Translational Sciences (NCATS).
Tau fluor counter = Counterscreen qHTS for Inhibitors of Tau Fibril Formation, Fluorescence Polarization. tau K18 P301L Alexa594 fluorescence, heparin fibrillization. Potency, µM (doses to about 57.7 µM), without a hit: at the top dose activity change, negative = decrease. hit rate 0.93% among 280,000; also: nearly all actives have a fitted effect of over 55% in size
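Human K18 P301L tau (15 uM unlabeled plus 0.24 uM Alexa 594-labeled, final) in 100 mM sodium acetate pH 7 was mixed with compound and 20 uM heparin and incubated 6 hr at 37 C.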
Tau ThT inhib = qHTS for Inhibitors of Tau Fibril Formation, Thioflavin T Binding; Microtubule-associated protein tau (Homo sapiens), P10636; recombinant tau K18 P301L, heparin-induced fibrillization, ThT fluorescence; Potency, µM (series often up to 57.4 µM), for the others: at the top dose activity, negative = inhibition, usual class: inhibitors; hit rate 2.1% among 270,000; AID 1460, 2008; also: nearly all actives have a fitted effect of over 55% in size
Target sequence (P10636 561-689 P618L limits assumed): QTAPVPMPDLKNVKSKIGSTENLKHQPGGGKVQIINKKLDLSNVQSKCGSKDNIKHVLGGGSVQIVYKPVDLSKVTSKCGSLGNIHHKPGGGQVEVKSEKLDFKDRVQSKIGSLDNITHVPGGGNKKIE
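Using a mix of unlabeled (15 uM) and Alexa 594-labeled (0.24 uM) tau K18 P301L, heparin-triggered fibrillization over 6 hr at 37 C was scored by ThT fluorescence.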
Tau FP inhib = qHTS for Inhibitors of Tau Fibril Formation, Fluorescence Polarization; Potency, µM (titrated, usually from 57.7 µM), inactives show top-dose activity, negative = inhibition, actives largely listed as inhibitors; hit rate 0.39% among 280,000; Microtubule-associated protein tau (Homo sapiens), P10636; K18 P301L tau heparin fibrillization, Alexa594 FP, 6 h; also: nearly all actives have a fitted effect of over 55% in size
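Human tau K18 […] P301L fragment, 15 uM unlabeled plus 0.24 uM Alexa 594-labeled tau (final), with compound and 20 uM heparin in 100 mM sodium acetate pH 7; 6 hr at 37 C, then Alexa 594 FP read.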
TR SRC2 fluor cs = Total Fluorescence Counterscreen for Inhibitors of the Interaction of Thyroid Hormone Receptor and Steroid Receptor Coregulator 2. TRb/SRC2 Texas Red total fluorescence interference. Potency, µM (top dose mostly 106 µM), without a hit: at the highest dose fluorescence change, negative = quenching. hit rate 0.29% among 280,000. AID 1479, 2009; active = well fitted curve in either direction with a large enough effect; inconclusive = small, poorly fitted or top-dose-only effect
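Flags fluorescent or light-absorbing compounds by total fluorescence, S + 2P, at 555 nm excitation and 632 nm emission. Mixture: 20 nM Texas Red SRC2 peptide, 0.6 uM human TRb LBD, 1 uM T3, 5% DMSO; compound exposure 5 h at ambient temperature.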
ALDH1A1 block = qHTS Assay for Inhibitors of Aldehyde Dehydrogenase 1 (ALDH1A1). AID 1030, 2008. Purified ALDH1A1, NADH fluorescence, propionaldehyde substrate. hit rate 7.3% among 220,000. Aldehyde dehydrogenase 1A1 (Homo sapiens), P00352. Potency, µM (series often up to 75.3 µM), for inactives: at the highest dose activity, negative = inhibition, hits mostly inhibitors; active = well fitted inhibition curve with a large enough effect, not every such curve was filed as active; inconclusive = small, poorly fitted or top-dose-only effect, or another doubt; inactive = no such curve, though single readings can be large or run the other way;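 also: plate controls were no enzyme wells and a reference inhibitor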
Target sequence (P00352 whole entry, looked up): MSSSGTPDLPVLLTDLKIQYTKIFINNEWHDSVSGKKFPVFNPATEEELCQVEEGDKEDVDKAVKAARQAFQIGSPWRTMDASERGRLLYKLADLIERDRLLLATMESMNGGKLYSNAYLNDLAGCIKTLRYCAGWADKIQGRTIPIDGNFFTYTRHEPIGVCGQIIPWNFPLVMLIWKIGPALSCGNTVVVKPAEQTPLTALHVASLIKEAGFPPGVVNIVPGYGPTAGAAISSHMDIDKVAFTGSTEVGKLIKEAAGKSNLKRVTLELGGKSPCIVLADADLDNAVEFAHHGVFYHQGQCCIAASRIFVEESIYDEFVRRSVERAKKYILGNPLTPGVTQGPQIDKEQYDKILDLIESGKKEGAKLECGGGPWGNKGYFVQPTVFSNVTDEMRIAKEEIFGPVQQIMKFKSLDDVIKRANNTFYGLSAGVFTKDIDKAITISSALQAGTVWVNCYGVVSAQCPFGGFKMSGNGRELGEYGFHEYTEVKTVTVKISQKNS
TRb SRC2 PPI = qHTS for Inhibitors of the Interaction of Thyroid Hormone Receptor and Steroid Receptor Coregulator 2; Thyroid hormone receptor beta (Homo sapiens), P10828; TRbeta-SRC2 peptide binding, fluorescence polarization; receptor liganded with 1 µM T3; Potency, µM (series often up to 106 µM), inactives show at the highest dose activity change, negative = inhibition, hits mostly inhibitors; hit rate 0.065% among 280,000;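 also: plate controls were bound peptide for no effect and peptide without receptor for full effect; nearly all actives have a fitted effect of over 50% in size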
Target sequence (P10828 whole entry, looked up): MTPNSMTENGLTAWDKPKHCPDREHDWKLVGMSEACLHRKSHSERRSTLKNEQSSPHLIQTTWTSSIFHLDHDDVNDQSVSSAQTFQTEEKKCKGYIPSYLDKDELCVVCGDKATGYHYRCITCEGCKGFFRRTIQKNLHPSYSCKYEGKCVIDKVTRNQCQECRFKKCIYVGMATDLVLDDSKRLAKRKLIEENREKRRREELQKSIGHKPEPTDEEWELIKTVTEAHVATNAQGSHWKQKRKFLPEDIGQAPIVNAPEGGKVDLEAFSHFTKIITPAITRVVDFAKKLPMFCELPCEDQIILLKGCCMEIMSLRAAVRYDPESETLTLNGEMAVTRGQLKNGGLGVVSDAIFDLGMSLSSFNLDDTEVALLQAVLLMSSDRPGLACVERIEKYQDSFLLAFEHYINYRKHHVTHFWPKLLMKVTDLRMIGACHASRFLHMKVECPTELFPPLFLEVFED
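Quantitative HTS by FP: 0.6 uM TRb LBD, 20 nM labeled SRC2 20-mer, 1 uM T3, 5% DMSO; 5 hr ambient incubation; % activity per concentration and potencies from concentration series.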
L3MBTL1 block = qHTS Assay for the Inhibitors of L3MBTL1; Lethal(3)malignant brain tumor-like protein 1 (Homo sapiens), Q9Y468; AlphaScreen L3MBTL1–H3K9me1 peptide binding; Potency, µM (top dose mostly 57.1 µM), for the others: at the top dose activity, negative = inhibition, usual class: inhibitors; hit rate 0.66% among 230,000; also: nearly all actives have a fitted effect of over 60% in size
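Displacement of a biotinylated histone H3(1-15) peptide monomethylated at Lys9 (75 nM) from L3MBTL1 (50 nM) was measured by AlphaScreen after a 30 min room-temperature compound incubation; cefsulodin titration served as intraplate control.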
aGal spleen mod = qHTS Assay for Inhibitors and Activators of Human alpha-Galactosidase From Spleen Homogenate. Alpha-galactosidase A (Homo sapiens), P06280. human spleen homogenate, 4MU-alpha-Gal fluorescence, 40 min. Potency, µM (titrated, usually from 80 µM), inactives show top-dose activity change, negative = inhibition, most hits filed as inhibitors. hit rate 0.008% among 240,000. AID 2107, 2009;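 also: 0% = enzyme with vehicle and -100% = no enzyme basal signal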
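Spleen homogenate 1 ug + cpd (titration) + 4-MU-alpha-D-galactopyranoside 1 mM; 37C 40 min; 50 mM citrate/phosphate pH 5.0, 0.01% Tween-20; stop pH 10; fluorescence 365/440; AC50 via Hill.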
Active calls of the source: *; ? = inconclusive; nt = not tested or not shown; [ ] = another dose, or the depositor's remark. Unless noted, calls follow the shape of the dose curve; as a rule, active = well fitted curve in the direction sought with a large enough effect; inconclusive = small, poorly fitted or top-dose-only effect, or another doubt; inactive = no such curve, though single readings can be large; an effect the other way counts as inactive or inconclusive. Unless noted, % is scaled to controls: 0 for no effect and ±100 for the full control effect; potency is read from the fitted curve at half-maximal effect.

SMILES	Tau fluor counter	Tau ThT inhib	Tau FP inhib	TR SRC2 fluor cs	ALDH1A1 block	TRb SRC2 PPI	L3MBTL1 block	aGal spleen mod
Cn1c(=O)n(C)c2cc(/C=N/NC(=O)c3cc4cc(Br)ccc4o3)ccc21	-22%	?	-7%	-2%	nt	0%	17%	16%
Cc1nn(C)c2c1c(C(F)(F)F)cc(=O)n2C(C)C(=O)NCCC(C)C (stereo unspecified)	-5%	0%	0%	-3%	nt	-6%	nt	nt
CN(C)Cc1ccccc1Sc1ccccc1Br	-14%	-14%	-7%	1%	10%	-3%	5%	0%
COC(=O)c1oc2ccccc2c1N	-10%	-9%	4%	0%	-11%	8%	nt	-2%
CC(C)(C)c1ccc(-c2nnc3sc(-c4ccncc4)nn23)cc1	-1%	-10%	11%	-6%	13µM*	-5%	0%	-2%
CCCn1c(SCC(=O)Nc2nc(C)cs2)nnc1-c1cccnc1	-1%	0%	3%	-2%	0%	-6%	5%	-6%
NC(=S)n1[nH]c(-c2ccc([N+](=O)[O-])cc2)c(N=Nc2ccc(O)cc2)c1=O	?	3.2µM*	15%	-3%	?	-4%	nt	1%
COc1cc(C(=O)NC(=S)NC(C)C)cc(OC)c1OC	0%	-6%	5%	-3%	?	3%	1%	-3%
CN1C[C@@H]2C[C@@H](C3=Cc4cc(Cl)ccc4OC3)N3CCC[C@@]23C1=O	-10%	-16%	5%	-5%	-3%	-1%	13%	-12%
O=C(Nc1ccccc1)c1ccc(S(=O)(=O)N2CCCCC2)cc1	-11%	-1%	-6%	-2%	-2%	4%	-3%	-4%
Cn1c(SCC(=O)NNC(=O)Nc2ccc(Cl)cc2)nnc1-c1ccccc1	-5%	nt	-1%	-3%	nt	?	nt	2%
O=C(Nc1ccccc1)Nc1ccc(F)c([N+](=O)[O-])c1	?	?	-13%	-4%	-6%	4%	-8%	3%
COCCOC(=O)c1c(C)nc(SCC(=O)Nc2ccc(OC)cc2)c(C#N)c1-c1ccco1	?	-9%	-9%	1%	?	-11%	nt	2%
COc1cc(C(=O)OCCn2c(=O)c3c(ncn3CCN(C)C)n(C)c2=O)cc(OC)c1OC	-7%	-8%	5%	-2%	-1%	4%	27%	14%
COCCNC(=O)CCN1C(=O)c2cccnc2Oc2ccc(C)cc21	-1%	-2%	1%	2%	nt	2%	nt	nt
Cc1ccc(S(=O)(=O)c2c(N)n(Cc3ccco3)c3nc4ccccc4nc23)cc1	?	-13%	-7%	8%	?	10%	7%	?
CCc1ccc2[nH]c(=O)c(C(c3nnnn3CCOC)N3CCN(c4ccccc4)CC3)cc2c1 (stereo unspecified)	-15%	?	-4%	0%	11µM*	3%	-13%	2%
Brc1ccc2ncnc(Nc3ccc(N4CCOCC4)cc3)c2c1	?	8.9µM*	10%	-2%	-9%	2%	-4%	-9%
CCOc1ccc(CNC(=O)c2ccc3nc(Cc4ccc(OC)cc4)oc3c2)cc1OC	-10%	-3%	14%	-1%	nt	7%	nt	nt
Cc1ccc(C)c(NC(=O)CSc2nc3[nH]ncc3c(=O)[nH]2)c1	-11%	-10%	3%	-1%	?	-5%	10%	-12%

Entries of single compounds from above. Order of values: Tau fluor counter, Tau ThT inhib, Tau FP inhib, TR SRC2 fluor cs, ALDH1A1 block, TRb SRC2 PPI, L3MBTL1 block, aGal spleen mod
Cc1nn(C)c2c1c(C(F)(F)F)cc(=O)n2C(C)C(=O)NCCC(C)C (stereo unspecified) across the screens: -5%, 0%, 0%, -3%, nt, -6%, nt, nt
CN1C[C@@H]2C[C@@H](C3=Cc4cc(Cl)ccc4OC3)N3CCC[C@@]23C1=O across the screens: -10%, -16%, 5%, -5%, -3%, -1%, 13%, -12%
O=C(Nc1ccccc1)Nc1ccc(F)c([N+](=O)[O-])c1 across the screens: ?, ?, -13%, -4%, -6%, 4%, -8%, 3%
CCc1ccc2[nH]c(=O)c(C(c3nnnn3CCOC)N3CCN(c4ccccc4)CC3)cc2c1 (stereo unspecified) across the screens: -15%, ?, -4%, 0%, 11µM*, 3%, -13%, 2%

(continued)
SMILES	Tau fluor counter	Tau ThT inhib	Tau FP inhib	TR SRC2 fluor cs	ALDH1A1 block	TRb SRC2 PPI	L3MBTL1 block	aGal spleen mod
COc1ccc(C(C)NC(=S)NC2CCCC2)cc1OC (stereo unspecified)	-7%	-3%	-8%	1%	-5%	0%	6%	9%
CC(C)C(=O)N(Nc1nc2ccccc2s1)C(=O)C(C)C	-3%	-3%	4%	4%	-1%	5%	7%	1%
COc1ccc2c(c1)c(CC(=O)O)c(C)n2Cc1ccc(Cl)cc1	-26%	-11%	?	1%	25µM*	-3%	nt	22%
CC(=O)N(CC(O)CN(C(C)=O)c1c(I)c(C(=O)NC[C@@H](O)CO)c(I)c(C(=O)NC[C@@H](O)CO)c1I)c1c(I)c(C(=O)NC[C@@H](O)CO)c(I)c(C(=O)NC[C@@H](O)CO)c1I	nt	nt	nt	-3%[53 µM]	-7%[20.9 µM]	-2%[53 µM]	nt	4%[29.1 µM]
CCCCCOc1ccc(Br)cc1CSC(=N)N	-9%	-14%	5%	2%	4%	-4%	3%	-5%
Cc1ccc(S(=O)(=O)N(C)C)cc1NC(=O)C1CCCC1	-5%	-2%	6%	?	?	-1%	-11%	-5%
Cc1cc(C)cc(NC(=O)Cn2nc(N3CCN(c4ccccc4)CC3)ccc2=O)c1	-24%	-11%	11%	0%	nt	-2%	nt	nt
Cc1ccc(C(=O)n2nc(-c3cccnc3)nc2N)cc1	-14%	?	-1%	1%	2%	-6%	nt	-4%
Cc1ccc(N2CC(C(=O)OCC(=O)C(C)(C)C)CC2=O)cc1 (stereo unspecified)	0%	-1%	2%	-3%	-2%	0%	-1%	-8%
CCc1nnc2c(N3CCN(c4cc(Cl)ccc4C)CC3)nc3ccccc3n12	-7%	-11%	-6%	-2%	nt	-3%	nt	nt
COc1cc2c(cc1OC)C(c1cccc(OC)c1OC)CC(=O)N2 (stereo unspecified)	-10%	-7%	3%	1%	3%	-1%	-6%	15%
Cc1cc(Cl)cc(Br)c1OCCNCC(C)O (stereo unspecified)	-5%	-9%	-5%	-1%	0%	9%	-1%	7%
O=C(COC(=O)c1ccc(=O)[nH]c1)Nc1cccc(S(=O)(=O)N2CCOCC2)c1	-11%	-5%	-6%	1%	?	7%	-7%	0%
CCCCNC(=O)NCC(=O)Nc1ccc(F)c(F)c1	-9%	-8%	-2%	-3%	12%	-4%	nt	-1%
CCOc1ccc(C(=O)Nc2ccc3c(c2)CCCN3S(=O)(=O)c2ccc(C)cc2)cc1	-29%	5%	-6%	0%	nt	7%	nt	nt
Cc1ccc(NC(=O)Cn2nc(C)c3nn(-c4ccc(Cl)cc4)c(C)c3c2=O)cc1C	-3%	17%	3%	0%	nt	7%	nt	nt
C=CCN1c2ccccc2[C@]23C[C@@H](C(=O)OC)N(S(=O)(=O)c4ccc(C)cc4)C2=NC(C(=O)OC)=C(C(=O)OC)[C@H]13	6%[11.6 µM]	5%[11.5 µM]	12%[11.6 µM]	-1%[11.2 µM]	-8%[13.5 µM]	4%[11.2 µM]	nt	1%[17.5 µM]
S=C(NC1CCCCC1)N1CCn2cccc2C1c1ccncc1 (stereo unspecified)	-9%	-16%	-13%	-1%	2%	-6%	nt	-1%
CC(=O)NCCn1c(C)cc2ccccc21	3%	-11%	-5%	-1%	3%	-8%	-1%	3%
O=C(c1cccs1)N1CCCC(c2nc3c(nnn3Cc3ccccc3)c(=O)[nH]2)C1 (stereo unspecified)	4%	nt	-2%	-1%	nt	-6%	nt	-12%
CC(=S)/C=C1\Sc2ccccc2N1C	25%	14µM*	-11%	0%	?	0%	-14%	8%
O=C(Nc1ccc(Cl)cn1)c1cc2ccccc2o1	-6%	-8%	1%	-2%	-6%	-12%	4%	1%
CCOC(=O)CNC(c1ccccc1)c1cc(Br)ccc1NC(C)=O (stereo unspecified)	-1%	-1%	0%	-1%	0%	8%	-2%	5%
Cc1cc(C(=O)Nc2ccc(S(=O)(=O)Nc3nccs3)cc2)c(C)o1	-3%	-9%	-2%	-1%	?	-18%	nt	11%
COc1cccc(N2CCN(C(=O)Nc3ccccc3Cl)CC2)c1	-6%	-14%	7%	-1%	12%	3%	-3%	3%
Cc1c(C(=O)Nc2ccc(F)cc2F)oc2ccc3c(c12)C(=O)CC(C)(C)O3	0%	4%	8%	-2%	nt	12%	nt	nt
COc1cc(-c2cn[nH]c2N)cc(OC)c1OC	-14%	-14%	-4%	-2%	7%	1%	nt	7%
COc1ccc(NS(=O)(=O)c2ccc3oc(=S)[nH]c3c2)cc1	-12%	-9%	-4%	-1%	nt	-5%	-4%	-9%
CC(=O)NC(Cc1c[nH]c2ccccc12)C(=O)OCC(=O)Nc1cc(C)on1 (stereo unspecified)	-9%	-15%	-5%	3%	-7%	-5%	6%	-7%
Clc1ccccc1/C=C/c1nc(-c2cccnc2)no1	-3%	nt	-1%	2%	nt	1%	nt	1%
Nc1ccc(Nc2nc(-c3ccncc3)cs2)cc1	?	?	7%	-7%	22µM*	4%	nt	7%
CCn1c(CSCc2c(Cl)cccc2Cl)n[nH]c1=S	-15%	-7%	-15%	-1%	?	-4%	nt	-7%
COc1ccc(-n2nc3c(c2NC(=O)Cc2cccc(C)c2)CS(=O)C3)cc1 (stereo unspecified)	-1%	6%	-4%	1%	?	7%	nt	0%
CNc1oc(C)nc1S(=O)(=O)c1ccccc1	-20%	?	?	0%	?	1%	nt	3%
CCCCCCCC1CC(CSC(=N)N)OC1=O (stereo unspecified)	-8%	-23%	8%	1%	5%	-18%	nt	3%
CC(=O)Nc1ccc(S(=O)(=O)NC2CCS(=O)(=O)C2)cc1Cl (stereo unspecified)	-11%	-10%	-1%	0%	5%	2%	4%	1%
